Assay outcomes as filed in PubChem BioAssay.
CYP2C19 activ: cytochrome P450 2C19 (human) activation. activation factor at 5 µM. AID 1025. P33261. recombinant CYP2C19, luciferin-H EGE luminescence; stronger effect = higher value; 0 = fully inhibited enzyme, 1 = untreated enzyme. 96,000 tested, under 10 active;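 active = activation factor of at least 2 at 5 µM in the primary screen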;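 note: 0 = wells with 2.5 mM tranylcypromine and 1 = vehicle-only wells; values of inactives mirror those of a sister screen read the other way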
TNFa cytotox: toxic to HUVEC cells under TNF alpha stimulation; HUVEC TNFalpha-stimulated, Hoechst cell count, imaging; cell count reduction, % at 2 µM; hit rate 0.17% among 93,000; AID 848;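 active = cell count reduction exceeding the screen mean by over 5 SD, scaled to untreated wells per plate, cut at about 78% in these data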;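 note: cells counted after 24 h of TNF alpha exposure following the 1 h pretreatment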
CYP2C9 activ: activators of human CYP2C9. recombinant CYP2C9, luciferin-H conversion, luminescence; stronger effect = higher value; factor 1 = untreated enzyme, 0 = blocked. P11712. AID 1024. activation factor at 5 µM. hit rate 1.4% among 96,000;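 active = activation factor of 2 or more for CYP2C9 at a 5 µM dose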;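 note: 0 = sulfaphenazole-blocked wells and 1 = vehicle-only wells; values of inactives mirror those of a sister screen read the other way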
hDAT+cocaine: human DAT dopamine uptake with cocaine, either direction; Q01959; LLC-PK1 hDAT cells, [14C]-dopamine uptake with cocaine IC80; actives deviate in either direction; B-score at 10 µM; hit rate 1.3% among 110,000; AID 449768;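 active = Z score or B-score, a plate-position-corrected score, falls beyond the plate's 99.7% confidence bounds, in either direction; inactive = both scores lie inside the 99.7% bounds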;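 note: scored against the spread of the other compound wells on the same plate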
Target sequence (Q01959 whole entry, looked up): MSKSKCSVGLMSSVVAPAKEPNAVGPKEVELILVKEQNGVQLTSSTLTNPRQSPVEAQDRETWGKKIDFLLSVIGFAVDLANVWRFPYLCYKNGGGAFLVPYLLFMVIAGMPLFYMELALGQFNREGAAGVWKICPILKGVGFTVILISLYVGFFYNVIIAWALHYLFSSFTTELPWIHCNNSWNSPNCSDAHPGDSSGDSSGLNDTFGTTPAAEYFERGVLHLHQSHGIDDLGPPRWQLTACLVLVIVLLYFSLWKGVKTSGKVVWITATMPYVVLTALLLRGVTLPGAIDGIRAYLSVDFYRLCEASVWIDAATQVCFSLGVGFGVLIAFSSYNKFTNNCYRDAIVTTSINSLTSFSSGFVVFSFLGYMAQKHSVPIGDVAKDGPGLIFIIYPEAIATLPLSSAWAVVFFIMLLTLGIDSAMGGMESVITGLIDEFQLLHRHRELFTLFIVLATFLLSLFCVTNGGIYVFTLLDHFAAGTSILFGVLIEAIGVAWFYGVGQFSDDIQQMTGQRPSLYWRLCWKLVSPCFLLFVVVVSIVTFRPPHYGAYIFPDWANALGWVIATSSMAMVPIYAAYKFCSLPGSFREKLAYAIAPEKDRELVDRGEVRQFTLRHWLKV
CYP2C19 inh: blocks human cytochrome P450 2C19; hit rate 21% among 96,000; inhibition, % at 5 µM; P33261; CYP2C19 Supersomes, luciferin-H EGE luminescence, 30 min; AID 778;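 active = CYP2C19 inhibition above a set limit at 5 µM in the primary screen, cut at about 50% in these data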;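 note: plate controls were negative control wells for no effect and 2.5 mM tranylcypromine positive control for full effect; values of inactives mirror those of a sister screen read the other way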
HUVEC tox IL1B: HUVEC cytotoxicity counter-screen, IL-1B stimulated; HUVEC cell count loss, Hoechst imaging; cell count reduction, % at 2 µM; hit rate 0.41% among 94,000; AID 845;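 active = cell count reduction more than 3 SD above the screen-wide mean, cut at about 70% in these data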;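 note: normalized per plate to untreated control cells as the no-loss baseline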
Candida biofilm: kills Candida albicans biofilms | C. albicans biofilm + clotrimazole, Alamar Blue | inhibition, % at 6 µM | hit rate 0.14% among 85,000 | AID 834;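 active = inhibition above 20%; inactive = inhibition below 20%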;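 note: preformed 24 hr biofilms exposed to compound for 48 hr; 0% = biofilm without compound and 100% = blank killed by clotrimazole plus chlorhexidine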
VCAM1 TNFa inh: reduces TNF alpha induced VCAM1 expression in HUVEC. HUVEC TNFa-induced VCAM-1 immunofluorescence, high-content imaging. inhibition, % at 2 µM. hit rate 0.48% among 95,000;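 active = inhibition above the batch mean plus 3 SD, with images confirmed as a hit by eye, cut at about 37% in these data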;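 note: 0% = TNF-stimulated DMSO wells and 100% = unstimulated control wells; not every result past the cut was called active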
CYP2C9 inh: human CYP2C9 inhibition. P11712. CYP2C9 Supersomes, luciferin-H conversion, luminescence. inhibition, % at 5 µM. hit rate 20% among 96,000;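 active = blocking of liver enzyme CYP2C9 beyond about 50% at 5 µM, limit read from the data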; note: values of inactives mirror those of a sister screen read the other way
* hit, by the source's call; nt = no result given.

SMILES	CYP2C19 activ	TNFa cytotox	CYP2C9 activ	hDAT+cocaine	CYP2C19 inh	HUVEC tox IL1B	Candida biofilm	VCAM1 TNFa inh	CYP2C9 inh
CCOC(=O)N1CCC(NC(=O)c2cc(C(=O)NC3CCCC3)ccc2CO)CC1	1	-2	1	-0.33	0	40	3	5	1
COc1ccc2[nH]c3ccc(OC)cc3c2c1	0.7	nt	0.7	0.67	30	nt	9	nt	27
CCOc1cc(C2C(C(=O)N3CCCCC3)=C(C)NC3=C2C(=O)CC(C)(C)C3)ccc1O (stereo unspecified)	1	3	1	0.094	3	13	nt	2	2
COC(=O)CSC1=C(C#N)C(c2ccccc2)CC(=O)N1 (stereo unspecified)	0.6	-1	0.7	0.42	36	-9	7	20	28
COc1ccc(S(=O)(=O)CCC(=O)N(C)c2ccc(OC)cc2OC)cc1	nt	4	nt	0.73	nt	nt	3	30	nt
CC(c1ccccc1)C(CC(=O)O)C(=O)NC1CCCCC1 (stereo unspecified)	0.9	-28	1.3	-0.7	7	17	2	11	-26
COCCCn1ccc(O)c(Cc2ccc(F)cc2)c1=O	0.7	-5	0.8	1	33	9	nt	-8	18
Cc1ccc(NC(=O)c2ccc(S(=O)(=O)NCC3CCCO3)cc2)cc1 (stereo unspecified)	0.9	-20	0.9	-0.1	7	-24	2	8	14
O=C(CCn1nc(-c2ccc(Cl)cc2)ccc1=O)NCCCN1CCCCCC1	1.1	22	0.9	-0.095	-12	18	1	17	11
Clc1ccc(Cn2ncc3c(N4CCCCC4)ncnc32)cc1	0.6	-6	0.6	0.37	39	-47	0	21	38
COc1ccc(C(=O)/C=C/Nc2ccccn2)cc1	0.5	-25	1.1	1.8	46	nt	1	-9	-7
CC(=O)c1c(C)[nH]c(C(=O)CSc2nnc(-c3ccccc3)n2Cc2ccc3c(c2)OCO3)c1C	0.3	-4	0.8	0.24	70*	6	5	-1	18
O=S(=O)(Nc1nccs1)c1ccc(Cl)cc1	0.8	3	0.5	-0.77	21	-13	6	15	50*
CCc1nnc(NC(=O)CSc2nnc(CNc3ccc(F)cc3)n2C2CCCCC2)s1	0.4	-12	0.3	0.028	57*	39	8	2	68*
COc1cc(OC)cc(C(=O)N2c3ccc(F)cc3CCC2C)c1 (stereo unspecified)	0.5	-8	0.8	1.8	54*	-9	5	8	20
O=C(C1CCC(Cn2c(=S)[nH]c3ccccc3c2=O)CC1)N1CCOCC1 (stereo unspecified)	0.9	-14	0.5	0.064	13	-26	1	-8	50
CCC1(C(=O)OC)NC(c2ccco2)C2C(=O)N(c3ccc(C)cc3)C(=O)C21 (stereo unspecified)	0.8	-11	1	0.56	23	-16	10	-13	2
O=C(Nc1ccncc1)c1c(F)cccc1F	0.5	-22	0.6	-1.8	52*	-46	3	-76	40
Cc1ccc(Cn2c(CN3CC(C)OC(C)C3)nc3c2c(=O)[nH]c(=O)n3C)cc1 (stereo unspecified)	1	1	1	0.41	2	8	5	-16	2
COc1ccc(C2C(C(=O)NCc3cccnc3)c3cc(OC)c(OC)cc3C(=O)N2C)cc1 (stereo unspecified)	0.8	-10	0.7	-1.4	17	-12	-1	-2	29

Printed as active in CYP2C19 inh, of those listed so far:
structure,CYP2C19 activ,CYP2C9 activ,hDAT+cocaine,CYP2C19 inh,VCAM1 TNFa inh,CYP2C9 inh
CC(=O)c1c(C)[nH]c(C(=O)CSc2nnc(-c3ccccc3)n2Cc2ccc3c(c2)OCO3)c1C,0.3,0.8,0.24,70*,-1,18
CCc1nnc(NC(=O)CSc2nnc(CNc3ccc(F)cc3)n2C2CCCCC2)s1,0.4,0.3,0.028,57*,2,68*
COc1cc(OC)cc(C(=O)N2c3ccc(F)cc3CCC2C)c1 (stereo unspecified),0.5,0.8,1.8,54*,8,20
O=C(Nc1ccncc1)c1c(F)cccc1F,0.5,0.6,-1.8,52*,-76,40

Ordered by the number under CYP2C19 inh (high to low): 6 from the list above.
Compound | CYP2C19 inh
COc1cc(OC)cc(C(=O)N2c3ccc(F)cc3CCC2C)c1 (stereo unspecified) | 54*
COc1ccc(C(=O)/C=C/Nc2ccccn2)cc1 | 46
COc1ccc2[nH]c3ccc(OC)cc3c2c1 | 30
Cc1ccc(Cn2c(CN3CC(C)OC(C)C3)nc3c2c(=O)[nH]c(=O)n3C)cc1 (stereo unspecified) | 2
CCOC(=O)N1CCC(NC(=O)c2cc(C(=O)NC3CCCC3)ccc2CO)CC1 | 0
O=C(CCn1nc(-c2ccc(Cl)cc2)ccc1=O)NCCCN1CCCCCC1 | -12

Remaining list, next part
SMILES	CYP2C19 activ	TNFa cytotox	CYP2C9 activ	hDAT+cocaine	CYP2C19 inh	HUVEC tox IL1B	Candida biofilm	VCAM1 TNFa inh	CYP2C9 inh
COc1ccc2c(c1)C=CC1(O2)N(CCO)c2ccccc2C1(C)C (stereo unspecified)	nt	6	nt	0.83	nt	-20	nt	-2	nt
CCOC(=O)N1CCN(Cc2nc3c(c(=O)[nH]c(=O)n3C)n2Cc2cc(C)ccc2C)CC1	0.7	-10	0.3	1.4	28	-20	5	7	72*
CCN1C(=O)CC(N2CCN(c3ccc(Cl)cc3)CC2)C1=O (stereo unspecified)	0.7	1	0.9	-0.014	31	6	6	22	10
O=C(c1cccc(C(=O)N2CCc3ccccc32)n1)N1CCc2ccccc21	0.9	nt	0.9	0.097	12	nt	3	nt	9
COCCNC(=O)c1cc2sc3ccccc3c2s1	0.9	nt	1.3	1	6	-8	5	-4	-26
O=C(NC(Cc1ccccc1)C(=O)O)c1ccc(S(=O)(=O)N2CCCC2)cc1 (stereo unspecified)	1.1	-16	0.9	-0.99	-13	-55	2	10	14
O=C(C1CCN(S(=O)(=O)c2ccccc2)CC1)N(CCc1ccccc1)Cc1ccco1	0.5	-6	0.5	0.44	47	-35	7	-15	48
CCN(CC)S(=O)(=O)c1ccc(C(=O)NCc2n[nH]c(=S)n2-c2ccccc2OC)cc1	1.2	-10	0.8	0.82	-17	-18	0	-17	25
COc1cccc(-c2csc3nc[nH]c(=O)c23)c1	0.4	9	0.9	1.3	59*	-35	-1	-6	8
N#C/C(=C/c1ccc(N2CCCCCC2)o1)c1ccc(F)cc1	nt	-4	nt	0.57	nt	22	7	3	nt
Cc1c(Cl)cccc1NC(=S)NN1CCOCC1	0.3	-7	1.1	2.2	67*	-11	0	-4	-7
Cc1ccc(C)c(NC(=S)NC(NC(=O)N(C)C)C(Cl)(Cl)Cl)c1 (stereo unspecified)	0.3	-8	0.2	-1.3	70*	16	nt	-5	78*
CC1CCN(C(NC(=O)c2ccco2)C(=O)c2ccccc2)CC1 (stereo unspecified)	0.6	25	0.3	nt	36	9	nt	7	72*
O=C(N/N=C/c1ccc(N2CCOCC2)c([N+](=O)[O-])c1)c1ccc(F)cc1	0.5	-4	0.7	1.2	46	1	nt	-4	29
COc1cc(-c2nn3c(-c4ccccn4)nnc3s2)cc(OC)c1OC	0.7	nt	0.7	1	33	nt	3	nt	28
O=C(Nc1cccnc1N1CCOCC1)c1cc2ccccc2oc1=O	1.1	nt	1.1	nt	-8	nt	2	nt	-6
O=C(c1ccc2c(c1)OCO2)N(CC1CCCO1)C1(C(=O)NC2CCCC2)CCCCC1 (stereo unspecified)	0.5	nt	0.5	0.085	51*	nt	5	nt	55*
COc1ccc(NC(=O)C(C)N2c3cccc4cccc(c34)S2(=O)=O)cc1OC (stereo unspecified)	nt	-40	nt	-1	nt	-30	5	12	nt
CCc1nc(N2CCN(C(=O)c3ccccc3)CC2)c(C#N)c2c1COC(C)(C)C2	0.2	-33	0.2	0.08	75*	-18	2	6	77*
CCN1CCc2nc(NC(=O)c3ccccc3)sc2C1	1	-14	1	nt	2	-12	nt	-8	0
Cc1ccc(-n2[nH]c(C)c(C=NC34CN5CN(CN(C5)C3)C4)c2=O)cc1C	1	-26	1	-0.19	0	1	nt	1	-2
O=C(N1CCOCC1)N1CCC(c2nc(-c3ccc(S(=O)(=O)N4CCOCC4)cc3)no2)CC1	0.9	27	0.9	-0.86	12	28	1	10	8
COc1cccc(CNC(=O)CCS(=O)(=O)c2cccc3nsnc23)c1	0.4	-23	1.3	nt	64*	-18	7	18	-33
CCOC(=O)C1=C(C)N=C2SCCC(=O)N2C1c1cc(Br)ccc1OC (stereo unspecified)	nt	0	nt	-0.82	nt	-15	7	-31	nt
COc1ccccc1-c1cc(C(=O)N2CCN(c3ccccc3OC)CC2)no1	0.5	-12	2.7*	0.24	54*	2	-3	-1	-172
Cc1cc(C)cc(NC2=NC3(CCCCC3)N=C(N)N2)c1	0.8	-16	1	0.092	16	-33	8	6	3
N#Cc1c(N)oc(-c2cccs2)c1-c1cccs1	0.8	nt	0.8	0.012	16	-8	nt	nt	22
Cc1ccc(S(=O)(=O)C(C#N)c2nc3ccccc3nc2N2CCCC2)cc1C (stereo unspecified)	0	-20	0.1	1.7	97*	5	0	-4	93*
CC(=O)Nc1cc2c(cc1C(=O)c1ccc(C)cc1)OCCO2	0.8	-21	1	-0.36	24	-30	-7	-3	3
Cc1ccc(-c2nc(C3CCCN(S(=O)(=O)c4ccc(C(F)(F)F)cc4)C3)no2)cc1 (stereo unspecified)	1.1	nt	1.1	-0.14	-12	nt	nt	nt	-10
CN(C)C(=O)CSc1cccc2cccnc12	1.1	nt	1.2	-1.4	-11	3	0	22	-22
O=C(CN1C(=O)c2ccccc2S1(=O)=O)NCCC1=CCCCC1	nt	-15	nt	-0.33	nt	-7	nt	-5	nt
COc1ccc(S(=O)(=O)N(CCCN2CCOCC2)Cc2cccc(OC)c2OC)cc1	0.4	-6	0.9	0.038	58*	-18	5	2	6
COc1ccc(Nc2cc(C(=O)NCCCN3CCN(C)CC3)c3ccccc3n2)cc1	1.1	-52	1.1	1.8	-14	-15	4	-57	-6
NS(=O)(=O)c1ccc(CCNC(=O)c2cccnc2)cc1	nt	0	nt	0.34	nt	65	8	-6	nt
CCOC(=O)c1cnc(SC)nc1N	0.6	8	0.9	0.37	36	-5	3	-20	12
COC(=O)c1ccc(Oc2cc(C)nc(-n3nc(C)cc3C)n2)cc1	0.5	53	0.8	-0.65	48	2	nt	15	21
CCCNC(=O)c1n[nH]c(=O)c2ccccc12	1.2	-15	1.2	0.31	-18	-6	6	-17	-17
Cc1ccc(N(Cc2ccc(C(=O)NC3CCCCC3)cc2)S(C)(=O)=O)cc1C	0.9	6	0.9	0.0014	6	-15	2	0	8
CCOc1ccccc1-n1c(SCC(=O)N2CCCC2)nnc1-c1ccoc1C	1	-11	0.9	1.4	2	-1	-3	-1	9

Arranged by length of the SMILES (lowest first): part of the list above
SMILES	CYP2C19 activ	TNFa cytotox	CYP2C9 activ	hDAT+cocaine	CYP2C19 inh	HUVEC tox IL1B	Candida biofilm	VCAM1 TNFa inh	CYP2C9 inh
CCCNC(=O)c1n[nH]c(=O)c2ccccc12	1.2	-15	1.2	0.31	-18	-6	6	-17	-17
N#Cc1c(N)oc(-c2cccs2)c1-c1cccs1	0.8	nt	0.8	0.012	16	-8	nt	nt	22
COc1ccc(S(=O)(=O)N(CCCN2CCOCC2)Cc2cccc(OC)c2OC)cc1	0.4	-6	0.9	0.038	58*	-18	5	2	6
